Apaf-1 inh: inhibitors of human Apaf-1 apoptosome, primary screen, biochemical, DEVD-Rh110 fluorescence, uHTS; Apoptotic protease-activating factor 1 (Homo sapiens), O14727; reconstituted apoptosome caspase-3 activity; inhibition, % at 20 µM; 330,000 compounds, 0.71% hits; AID 489030, 2010; active = inhibition of at least 40% at 20 µM;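 also: plate controls were DMSO wells for no effect and DEVD-CHO caspase inhibitor wells for full effect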
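Material: biochemical Apaf-1 apoptosome reconstitution. Medium: Hepes buffer, pH 7.5. Also added: cytochrome c activation, bis-DEVD rhodamine 110 substrate. Timing: 30 min compound preincubation, 50 min activation, room temperature. Measured by: rhodamine 110 fluorescence at Ex 480/Em 540 nm.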
CCR6 antagonist: CCR6 receptor antagonists, primary screen, cell-based, CHO-K1, luminescence, beta-arrestin, uHTS. 340,000 compounds, 0.49% hits. inhibition, % at 20 µM. CHO-K1 CCR6 PathHunter beta-arrestin, CCL20-stimulated. C-C chemokine receptor type 6 (Homo sapiens), P51684;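 active = compounds whose inhibition of the agonist-driven luminescence signal at 20 µM reaches about 50%, limit read from the data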;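 also: cells stimulated with CCL20 at 14 nM final; plate controls were DMSO with CCL20 for no effect and DMSO without agonist for full effect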
Target sequence (P51684 whole entry, looked up): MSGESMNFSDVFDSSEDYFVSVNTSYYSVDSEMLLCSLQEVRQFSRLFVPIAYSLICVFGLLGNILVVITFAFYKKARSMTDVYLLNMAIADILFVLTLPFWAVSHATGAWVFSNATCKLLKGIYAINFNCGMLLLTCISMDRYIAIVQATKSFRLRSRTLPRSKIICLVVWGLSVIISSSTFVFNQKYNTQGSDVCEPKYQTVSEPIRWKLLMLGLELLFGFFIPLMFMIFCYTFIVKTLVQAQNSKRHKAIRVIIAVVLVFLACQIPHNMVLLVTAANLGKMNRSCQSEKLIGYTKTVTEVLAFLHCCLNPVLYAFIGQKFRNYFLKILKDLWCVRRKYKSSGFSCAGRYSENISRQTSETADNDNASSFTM
UBC13 polyUb: UBC13 polyubiquitin chain formation inhibitors, primary screen, biochemical, TR-FRET, uHTS | Ubiquitin-conjugating enzyme E2 N (Homo sapiens), P61088 | inhibition, % at 20 µM | 330,000 compounds, 0.47% hits | AID 485273, 2010; in the data active = inhibition above about 45%, passing the limit was not always enough
Target sequence (P61088 whole entry, looked up): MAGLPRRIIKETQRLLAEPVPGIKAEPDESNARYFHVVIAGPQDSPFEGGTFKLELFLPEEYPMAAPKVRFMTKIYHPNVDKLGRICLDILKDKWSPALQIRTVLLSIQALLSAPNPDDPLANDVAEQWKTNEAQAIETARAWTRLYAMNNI
Jurkat NFkB inh: inhibitors of induced NF-kB luciferase reporter, primary screen, TCR NF-kB activation inhibitor project, cell-based, luminescence, uHTS | inhibition, % at 4 µM | 330,000 compounds, 0.53% hits | Jurkat, PMA/ionomycin-induced NF-kB luciferase reporter
Gli-Sufu antag: Gli-Sufu pathway antagonists, primary screen, luciferase luminescence, Sufu-KO-LIGHT cells, uHTS. Sufu-KO-LIGHT fibroblasts, Gli luciferase reporter luminescence. inhibition, % at 5 µM. 340,000 compounds, 0.74% hits. AID 588413, 2011;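 active = inhibition above about 55%, limit read from the data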;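 also: 0% = DMSO-treated cells and 100% = wells with medium but no cells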
EBI2 antag: EBI2 receptor antagonists, beta-arrestin recruitment, primary screen, cell-based, luminescence, 7a,25-OHC stimulation, uHTS; 7a,25-OHC stimulated; 360,000 compounds, 0.81% hits; inhibition, % at 5 µM; in the data active = inhibition above about 38%;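 also: enzyme fragment complementation signal reports receptor beta-arrestin coupling in cells; 0% = agonist plus DMSO wells and 100% = wells without agonist; some results beyond the cut were filed as inactive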
Target sequence (P32249 whole entry, looked up, the tested form may be a part): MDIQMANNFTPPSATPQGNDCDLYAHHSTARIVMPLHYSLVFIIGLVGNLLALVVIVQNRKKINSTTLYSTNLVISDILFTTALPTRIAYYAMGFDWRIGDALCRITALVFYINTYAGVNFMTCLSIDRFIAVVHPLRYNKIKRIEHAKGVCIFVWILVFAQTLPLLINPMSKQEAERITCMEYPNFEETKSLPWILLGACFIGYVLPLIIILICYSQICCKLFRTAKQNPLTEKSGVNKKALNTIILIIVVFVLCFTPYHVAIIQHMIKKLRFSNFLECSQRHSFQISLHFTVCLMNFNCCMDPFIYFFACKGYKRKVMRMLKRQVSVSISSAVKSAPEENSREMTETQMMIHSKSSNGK
697 NFkB inh: inhibitors of PMA/ionomycin-induced NF-kB reporter, 697 cells, primary screen, B-cell NF-kB inhibitor project, cell-based, luminescence, uHTS. inhibition, % at 4 µM. 697 B-cell NF-kB luciferase reporter, 16 h. 330,000 compounds, 0.33% hits; in the data active = inhibition above about 35%
SENP8 block: SENP8 protease inhibitors, primary screen, biochemical, luminescence; Sentrin-specific protease 8 (Homo sapiens), Q96LD8; purified SENP8, Z-RLRGG-aminoluciferin cleavage; inhibition, % at 10 µM; 330,000 compounds, 1.2% hits; AID 2540, 2010
The depositor's hits bear a star; / = not tested or not shown; & = joins results of further samples. Rule as the data show it, unless noted: active = inhibition above about 50%; inactive = the rest. Only part of the results is shown; count on the stated rates, not on these rows.

SMILES	Apaf-1 inh	CCR6 antagonist	UBC13 polyUb	Jurkat NFkB inh	Gli-Sufu antag	EBI2 antag	697 NFkB inh	SENP8 block
CCC1CCCCN1C(=O)CSc1nc2c(cnn2-c2ccc(C)cc2)c(=O)[nH]1 (stereo not drawn)	8	7	-6	14	10	8	-13	-4
Cc1ccccc1CCNC(=O)C1CCC(=O)N(Cc2ccc(Cl)cc2)C1 (stereo not drawn)	-1	-4	1	-1	9	17	7	-6
COc1ccc(NC(=O)[C@H](COCc2ccccc2)NC(=O)OC(C)(C)C)cc1	4	3	-2	12	-4	-12	-3	-5
Cc1ccc(-c2c(C#N)c(N)n3c(nc4ccccc43)c2C#N)cc1	13	-21	2	1	29	-14	-10	13
COc1ccccc1NS(=O)(=O)c1cccc(C(=O)N2CCN(C/C=C/c3ccccc3)CC2)c1	46*	13	24	3	18	15	4	0
CN(C)CCN(C(=O)CN1C(=O)c2ccccc2C1=O)c1nc2cc3c(cc2s1)OCO3	15	-10	-11	-14	1	0	-22	11
COc1ccc(OC)c(NC(=O)CSc2ncccn2)c1	-12	5	3	2	-9	2	5	-1
CCOC(=O)c1c(NC(=O)CCNCc2ccco2)sc2c1CCC2	-5	19	4	3	-10	/	2	2
Cc1cccc(C2c3[nH]c4ccccc4c3CCN2C(=O)c2cc(C(C)C)nc(N)n2)n1 (stereo not drawn)	13	-4	6	0	30	-12	21	-3
c1ccc(Oc2cccc3cccnc23)nc1	-9	2	5	16	3	-2	8	-2
COC(=O)C1C(c2ccc(N(C)C)cc2)C(C(=O)OC)S(=O)(=O)CS1(=O)=O (stereo not drawn)	12	3	-13	-8	2	-3	-12	-7
COc1ccc(/C=N/NC(=O)c2c(C)nnn2-c2nonc2N)cc1OC	4	5	-13	-10	-11	-3	-9	-3
CC1CCc2c(sc(NC(=O)COC(=O)c3ccc(O)cc3)c2C#N)C1 (stereo not drawn)	22	14	-11	9	-14	8	-7	-6
COc1ccc(Nc2nc(Cl)nc(N3CCN(c4ccc(OC)cc4)CC3)n2)cc1	14	/	-14	-9	/	/	-9	-11
COc1ccc(-c2cc(C(F)(F)F)nc(-n3cc(Br)cn3)n2)cc1	16	26	20	4	9	-1	9	0
O=C(O)CN1C(=O)/C(=C/c2ccccc2Br)Oc2ccccc21	1	8	14	-6	-7	3	12	1
Cn1c(=O)c2c(SCC(=O)Nc3nccs3)nc(C3CC3)nc2n(C)c1=O	-9	2	20	15	7	0	-4	-4
COc1ccc(/C=N/n2cnc3c([nH]c4ccc(Br)cc43)c2=O)cc1CN1CCOCC1	14	-12	31	5	4	/	-2	-3
COc1cc(NC(=O)c2cncc(-c3ccc(C#N)cc3)c2)cc(C(=O)Nc2cccc(C(F)(F)F)c2)c1	0	5	-3	12	22	-6&-2	12	-8
COC(=O)N/N=C(/c1ccccc1)C1CCCCC1	1	/	2	9	/	/	12	0
Cc1cccc(-n2nnc(C(=O)NCc3ccc4c(c3)OCO4)c2N)c1	4	-6	3	8	-2	-9	-4	1
CCOC(=O)C1CCN(C(=O)c2cc3c(=O)n4ccccc4nc3n2C)CC1	-8	10	19	11	-10	-10	4	5
CCOC(=O)C1C(=O)C=C(c2ccc(OC)cc2)CC1c1ccco1 (stereo not drawn)	4	12	-4	3	-18	7	4	0
CCCCN(C)CCC(=O)Nc1ccc(OC)cc1OC	-10	11	-2	-7	4	8	5	-4
CCOc1cccc(=O)c2c(C)n(C)c(C)c12	6	-3	-18	1	-6	1	-12	-4
SMILES	Apaf-1 inh	CCR6 antagonist	UBC13 polyUb	Jurkat NFkB inh	Gli-Sufu antag	EBI2 antag	697 NFkB inh	SENP8 block
CC1(C)Cc2ccccc2-c2c1c(=O)n(Cc1ccccc1)c1nnnn21	24	15	-2	-2	7	12	-31	3
Cc1c(C(=O)N2CCOCC2)[nH]c2c1C(=O)CC(c1ccc(Cl)cc1)C2 (stereo not drawn)	1	-8	-1	4	26	-12	9	3
Cc1cc(C)c(C#N)c(SCC(=O)N2CCCCC2)n1	1	10	5	-10	15	-5	-13	-3
CCOC(=O)CNC(=O)CSc1nc2cccnc2n1Cc1ccccc1	7	0	0	-18	-3	1	1	-1
COc1ccc(-c2ccc(=O)n(CC(=O)NCC3COCCO3)n2)cc1 (stereo not drawn)	0	4	-3	2	-3	-2	-7	-6
Cc1ccc(/C=C/C(=O)N2CCCC(C)C2)cc1 (stereo not drawn)	-4	6	0	-119	-87	67*	-123	29
CCn1cc(C(=O)O)c(=O)c2cnc(N3CCN(C(=S)NC(=O)c4ccccc4Cl)CC3)nc21	-6	2	-1	26	0	/	14	1
CC(C)C1Oc2ccccc2N(CC(=O)N2CCOCC2)C1=O (stereo not drawn)	-6	-2	-2	6	20	-11	24	6
CCOC(=O)C(=CNNc1ccccc1)C(=O)OCC	-4	-7	-1	15	17	1	6	0
CCOc1ccc(C2NC(=O)NC(C)=C2C(=O)OC)cc1C (stereo not drawn)	-7	7	0	7	-1	-9	-20	-6
O=C(NCC1CCCO1)c1ccc([N+](=O)[O-])s1 (stereo not drawn)	-1	-19	-11	17	19	2	11	5
Cn1ncc(Cl)c1C(=O)N1CCN(c2ccc(F)cc2)CC1	-3	12	-3	4	0	-3	-7	-6
Cc1ccc(-n2nc(C)c3c(C)c(CCC(=O)Nc4ccc(CN5CCCC5)cc4)c(C)nc32)cc1	39	52*	38	-14	9	14	-6	-6
Cc1ccc(C)c(S(=O)(=O)N2CCN(C(=O)Nc3ccccc3)CC2)c1	6	-1	-2	0	6	20	-15	-8
O=S(=O)(NCc1cccs1)NCc1ccccc1F	5	-2	-5	-14	-9	-4	1	-1
O=C(COc1ccccc1[N+](=O)[O-])N/N=C/c1ccncc1	-53	3	2	-57	-4	2	-7	4
COc1ccc(NC(=S)NC(=O)C2CCC2)cc1	3	8	-2	-23	-56	-2	-59	-16
Nc1ccn(CC(=O)NCc2ccccc2)c(=O)n1	8	3	-3	-13	-11	-11	-1	-15
CCOc1ccccc1N(CC(=O)NC1CCCCC1)S(C)(=O)=O	-3	-2	5	-15	5	0	4	5
CC1CC(C)CN(C(=O)C2CCCN(S(=O)(=O)c3cnc[nH]3)C2)C1 (stereo not drawn)	-1	8	-9	2	3	-2	14	-8
CCSc1nnc(N(CCC#N)CCC#N)s1	-8	13	5	-13	-5	-4	15	5
Cc1ccc(NC(=O)C2=NNC(=O)CC2)cc1F	-16	7	0	-70	1	-4	-68	1
Cc1ccc(O)c(Nc2ncnc3ccccc23)c1	-9	9	8	5	6	4	-7	-3
O=c1[nH]c(N2CCN(c3ccccc3)CC2)nc2c1CCCC2	8	-16	-1	-8	0	-7	12	-6
CCN1CCN(Cc2ccc(NC(=O)c3ccc(C)c(NC(=O)c4ccnnc4)c3)cc2C(F)(F)F)CC1	-2	2	0	-10	10	5	9	-4

As a working copy, part of the list above:
SMILES	Apaf-1 inh	CCR6 antagonist	UBC13 polyUb	Jurkat NFkB inh	Gli-Sufu antag	EBI2 antag	697 NFkB inh	SENP8 block
CC1(C)Cc2ccccc2-c2c1c(=O)n(Cc1ccccc1)c1nnnn21	24	15	-2	-2	7	12	-31	3
Cc1c(C(=O)N2CCOCC2)[nH]c2c1C(=O)CC(c1ccc(Cl)cc1)C2 (stereo not drawn)	1	-8	-1	4	26	-12	9	3
Cc1cc(C)c(C#N)c(SCC(=O)N2CCCCC2)n1	1	10	5	-10	15	-5	-13	-3
CCOC(=O)CNC(=O)CSc1nc2cccnc2n1Cc1ccccc1	7	0	0	-18	-3	1	1	-1
COc1ccc(-c2ccc(=O)n(CC(=O)NCC3COCCO3)n2)cc1 (stereo not drawn)	0	4	-3	2	-3	-2	-7	-6
Cc1ccc(/C=C/C(=O)N2CCCC(C)C2)cc1 (stereo not drawn)	-4	6	0	-119	-87	67*	-123	29

The list goes on.
SMILES	Apaf-1 inh	CCR6 antagonist	UBC13 polyUb	Jurkat NFkB inh	Gli-Sufu antag	EBI2 antag	697 NFkB inh	SENP8 block
O=c1c2[nH]cnc2n(-c2cccc(F)c2)c(=O)n1Cc1ccccc1	1	25	9	4	7	-6	10	-1
Cc1cc(N)n(-c2ccc(C(=O)O)cc2)n1	-3	2	3	13	-3	-1	6	-11
O=C(Nc1ccon1)c1nc[nH]c1C(=O)N1CCc2ccccc2C1	-5	6	12	8	-11	1	12	4
COc1ccc(NC(=O)CN(C)C(=O)c2cccc3ccccc23)cc1	22	10	7	-11	-12	7	7	10
Cc1ccc(S(=O)(=O)Nc2nc(C)c(C(=O)N/N=C/c3ccccc3)s2)cc1	25	21	-15	16	0	5	3	5
CC(Nc1ccc(Cl)cc1)c1cc(Cl)ccc1O (stereo not drawn)	12	31	2	16	-4	4	10	-5
CCOc1ccccc1NC(=O)Nc1ccc(Br)cn1	-16	23	1	2	10	-4	12	6
COc1cc(/C=C2\COC/C(=C\c3ccc(O)c(OC)c3)C2=O)ccc1O	7	56*	-66	4	1	15	-61	-4
O=C1NCCCCC1NS(=O)(=O)c1ccc(Cl)cc1 (stereo not drawn)	-1	3	8	6	-5	-1	11	4
O=C(NCCOc1ccc(Cl)cc1)c1ccc2ccccc2n1	11	16	-6	-9	3	30	5	-3
Cc1c(C(=O)N2CCc3ccccc3C2)oc2ccc(S(=O)(=O)N3CC(C)CC(C)C3)cc12 (stereo not drawn)	19	-1	-2	11	26	8	-4	-8
O=C1CCCC2=C1C1c3ccccc3C(=O)N1c1ccc(C(=O)c3ccccc3)cc1N2 (stereo not drawn)	14	14	4	39	-2	-4	23	-1
CSc1nnc2n(-c3ccc(C)cc3)c(=O)c3c4c(sc3n12)COC(C(C)C)C4 (stereo not drawn)	15	13	7	20	/	2	4	-3
Cc1nc2ccccc2n1CC(O)Cn1c2ccccc2c2ccccc21 (stereo not drawn)	22	17	28	0	8	9	11	-1
CCOc1cc(/C=N\Nc2ncc(F)c(N3CCOCC3)n2)ccc1Oc1nc(Cl)ncc1F	1	9	-21	17	3	38	-29	-3
Cn1c(=O)oc2cc(S(=O)(=O)NCc3ccco3)ccc21	6	14	-2	4	-4	-8	13	-1
CCOc1ccc2c(c1)c(C(C)=O)c(C)n2-c1ccccc1	13	4	8	8	-1	6	-2	0
CC(NC(=O)COC(=O)CSCc1ccccc1)c1ccccc1 (stereo not drawn)	-9	0	12	8	-7	-2	-5	-3
Cc1nn(Cc2ccccc2)c(C)c1NC(=O)CCCn1nc([N+](=O)[O-])c(Cl)c1C	-1	18	9	7	54	4	12	-4
CCC(C)(C)NC(=O)C(c1cccn1C)N(C(=O)Cn1nnc2ccccc21)c1ccc(OC)cc1OC (stereo not drawn)	4	8	6	-3	6	-9	-1	0
CCOC(=O)C(=O)N/N=C(/c1ccccc1)c1ccc(OC)cc1	1	1	0	-7	3	-4	-4	0
COc1ccc(CCNC(=O)COc2ccc(-c3ccc(C)cc3)cc2)cc1OC	-2	-3	-9	-12	16	32	-3	-15
CC(C)N(C(=O)[C@H]1C[C@H](CC(=O)NCCC2=CCCCC2)C(=O)N2CCc3c([nH]c4cc(-c5ccco5)ccc34)[C@]12C)C(C)C	23	15	/	/	-4	21	5	/
COc1cc2c(cc1OC)C(c1c(Cl)cccc1Cl)NC(=O)C2 (stereo not drawn)	4	1	-1	-12	10	5	-3	11
CC(C)N(C(=O)CSc1nc2ccccc2n1Cc1ccccc1)C(C)C	21	13	18	1	2	33	2	0
Cc1ccc(S(=O)(=O)CC2CSc3nc4ccccc4n32)cc1 (stereo not drawn)	2	1	0	35	72*	4	62*	-2
C[C@@H](NC(=O)c1nc[nH]c1C(=O)NCc1ccccc1)c1ccccc1	12	1	18	9	12	-3	4	-5
C=C(C)Cc1c(C)nc(-c2ccccc2)[nH]c1=O	-5	-1	3	-1	-4	-5	6	2
